High-throughput results from PubChem.
ERK EGF inh = blocks ERK signaling stimulated by EGF. HEK293-V1b, EGF-stimulated phospho-ERK AlphaScreen. Potency, µM (titrated, usually from 11.5 µM), inactives show top-dose activity change, negative = inhibition, actives largely listed as inhibitors. 130,000 compounds, 0.41% hits. AID 1454; active = well fitted inhibition curve with a large enough effect; inconclusive = small, poorly fitted or top-dose-only effect, or effect the other way;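 also: plate controls were stimulated vehicle wells for no effect and unstimulated vehicle basal for full effect; nearly all actives have a fitted effect of over 55% in size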
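Concentration-response of compounds against EGF-driven ERK phosphorylation in V1b-expressing HEK293 cells; 30 min preincubation, 5 min EGF, AlphaScreen detection; Normalized to DMSO basal and 25 nM EGF.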
Starred values were filed as active, the others as inactive; ? = inconclusive; & = joins results of further samples; [ ] = another dose, or the depositor's remark. Potency is read from the fitted curve at half-maximal effect. An excerpt, so the mix of outcomes need not match the whole.

SMILES	ERK EGF inh
COCCN(C(=S)Nc1ccc(C)cc1C)C(C)c1ccco1 (stereo unspecified)	18.0%
COc1ccc(OC)c(-n2c(-c3cc(-c4ccco4)[nH]n3)n[nH]c2=S)c1	0.3%
C=CCN1C(=O)C(CC(=O)Nc2ccccc2)S/C1=N/c1nccs1 (stereo unspecified)	9.7%[57.5 µM]
O=C(OCCCN1CCOCC1)c1ccc(O)c(O)c1	11.2%[57.5 µM]
CCOC(=O)C(NCc1ccc(F)cc1)(NC(=O)c1ccccc1)C(F)(F)F (stereo unspecified)	?
Cn1cc(CNC(=O)c2cc(-c3ccc(Br)cc3)nc3ccccc23)cn1	16.7%[57.5 µM]
COc1cc(NS(=O)(=O)c2ccc(NC(=O)c3ccc(S(=O)(=O)N4CCCCC4)cc3)cc2)ncn1	4.4%
COc1ccc(OC)c(C(=O)c2c(C)oc3cc([N+](=O)[O-])c(O)c([N+](=O)[O-])c23)c1	-15.9%[57.5 µM]
COC(=O)c1cc(NC(=O)CN(C)Cc2ccccc2)cc(C(=O)OC)c1	-25.3%[57.5 µM]
C/C(=N\OC(=O)c1ccccc1)c1c(C)nc2cc(C)ccn12	-0.7%
Cn1ccnc1SCC(=O)Nc1cccc(S(=O)(=O)N2CCCCC2)c1	3.1%
Cc1csc(NC(=O)c2cc3c(s2)-c2ccccc2OC3)n1	2.6%

Brought forward from above: 3 compounds, followed by the next part.
SMILES	ERK EGF inh
C/C(=N\OC(=O)c1ccccc1)c1c(C)nc2cc(C)ccn12	-0.7%
Cn1ccnc1SCC(=O)Nc1cccc(S(=O)(=O)N2CCCCC2)c1	3.1%
Cc1csc(NC(=O)c2cc3c(s2)-c2ccccc2OC3)n1	2.6%
CC1CCC(C(C)C)C(OC(=O)Cn2c(-c3ccc(F)cc3)[n+](C)c3ccccc32)C1 (stereo unspecified)	?
CC(C)CN1CC2(CCN(C(=O)c3ccco3)CC2)C1	-6.5%
Nc1cnccc1C(=O)O	3.3%
COc1ccc(-n2c(=O)c3ccccc3n(CC(=O)c3ccccc3)c2=O)cc1OC	?
Cc1ccc2c(CC(=O)N3CCOCC3)coc2c1	-6.1%
COc1cc(OC)cc(C(C)=O)c1	-4.5%[57.5 µM]
C=C(C(C)=O)C(O)c1ccc([N+](=O)[O-])cc1 (stereo unspecified)	-14.6%
CC(C)Nc1nc(NNc2nc(Cl)nc(NC(C)(C)C)n2)nc(NC(C)C)n1	-7.4%[57.5 µM]
CCn1nc(C)c(CN2CCCC(CO)(Cc3cccc(Cl)c3)C2)c1C (stereo unspecified)	-6.1%
COCCNC(=O)CCCn1c(=O)c2ccccc2n(Cc2cccc([N+](=O)[O-])c2)c1=O	-12.3%
Cc1cc(C)n2nc(SCCOc3ccccc3)nc2n1	-17.7%
CCC(CC)=NNc1ccc([N+](=O)[O-])cc1[N+](=O)[O-]	-3.7%

As entered above.
Value of Nc1cnccc1C(=O)O in ERK EGF inh: 3.3%
Value of COc1cc(OC)cc(C(C)=O)c1 in ERK EGF inh: -4.5%[57.5 µM]
Value of CCn1nc(C)c(CN2CCCC(CO)(Cc3cccc(Cl)c3)C2)c1C (stereo unspecified) in ERK EGF inh: -6.1%
Value of CC(C)Nc1nc(NNc2nc(Cl)nc(NC(C)(C)C)n2)nc(NC(C)C)n1 in ERK EGF inh: -7.4%[57.5 µM]
Value of COCCNC(=O)CCCn1c(=O)c2ccccc2n(Cc2cccc([N+](=O)[O-])c2)c1=O in ERK EGF inh: -12.3%
Value of Cc1cc(C)n2nc(SCCOc3ccccc3)nc2n1 in ERK EGF inh: -17.7%
Value of C=C(C(C)=O)C(O)c1ccc([N+](=O)[O-])cc1 (stereo unspecified) in ERK EGF inh: -14.6%

Following part
SMILES	ERK EGF inh
O=S(=O)(Nc1nc2ccccc2s1)c1ccc(Cl)nc1	-0.6%[57.5 µM]
Clc1ccccc1/C=C/c1nc(-c2cccnc2)no1	-1.6%[57.5 µM]
Cc1cc(C(=O)Nc2nccs2)c2cc(F)ccc2n1	0.6%[57.5 µM]
CCN(CC)C(=S)NC(=O)c1cc(OC)c(OC)c(OC)c1	-6.2%
C=CCC(C(=O)OC)(C(=O)OC)c1ccc(C(F)(F)F)cc1[N+](=O)[O-]	-5.5%
CCCOc1ccc(NC(=O)C2CC(=O)N/C(=N/N=C(C)/C=C/c3ccc(N(C)C)cc3)S2)cc1 (stereo unspecified)	0.4%
S=C(Nc1ccc(Br)cc1Cl)N1CCC2(CC1)OCCO2	-9.7%
COc1ccc2cc1Oc1ccc(cc1)CC1c3c(cc4c(c3Oc3cc5c(cc3OC)CCN(C)C5C2)OCO4)CCN1C (stereo unspecified)	?
O=C(CSc1nc2scc(-c3ccccc3)c2c(=O)[nH]1)N1CCCCC1	-10.4%
O=C(CNC(=O)c1cccs1)N/N=C/c1ccc(O)cc1O	2.4%
Clc1ncc(CSc2ccccc2)s1	-3.9%
COc1ccc(CN(C(=O)c2cc3ccccc3oc2=O)C2CCCCC2)cc1OC	7.7%
C=CCn1c(SCC(=O)Nc2cc(OC)c(NC(=O)c3ccco3)cc2OC)nnc1-c1ccncc1	-5.5%
COc1ccc(NC(=O)CC(C)c2ccccc2)c([N+](=O)[O-])c1 (stereo unspecified)	-1.5%
CC(C)c1ccc2[nH]c3nc(SCC(=O)N4CCOCC4)nnc3c2c1	1.8%
Cc1ccc(/C=C/C(=O)c2ccc(N3CCOCC3)cc2)s1	?
CS(=O)(=O)N1CCc2cc(S(=O)(=O)N3CCCCC3)ccc21	2.3%
O=C(O)c1cc(NN=Nc2ccc(Br)cc2)cc([N+](=O)[O-])c1	12.2%[57.5 µM]
O=c1cc(-c2ccc(Br)cc2)[nH][nH]1	-13.7%
CCOC(=O)N1CCN(C(=S)NC(=O)c2ccc(F)cc2)CC1	-5.3%
CCOC(=O)/C=C/C(=O)Nc1ccc(S(=O)(=O)Nc2c(C)cc(C)cc2C)cc1	4.5%
O=C(N/N=C/c1cccs1)c1cc(C2CC2)nc2ccccc12	0.7%
CCS(=O)(=O)N1CCN(c2ccccc2)CC1	3.8%[57.5 µM]
O=c1c2c(nc3cc(-c4ccccc4Cl)[nH]n13)CCS2	-0.2%
CC1(CCc2ccccc2)NC(=O)N(CC(=O)Nc2ccc3c(c2)OCCO3)C1=O (stereo unspecified)	4.1%
CC(=O)/C(N)=N/Nc1cccc(Cl)c1	7.4%
NC(=O)COc1ccc(Nc2nnc(-c3ccc(O)cc3)c3ccccc23)cc1	-3.7%[57.5 µM]
O=C(NCC(c1ccc(F)cc1)N1CCOCC1)c1cc(F)c(F)c(F)c1F (stereo unspecified)	-7.6%
Cc1nn(C)c(Cl)c1S(=O)(=O)N[C@@H](c1ccccc1)[C@]1(C)C[C@H]1[C@@H](C)C(=O)Nc1ccc2ccccc2c1	-1.9%&-6.4%
COc1cc(SC)ccc1C(=O)Nc1ccc(C)cc1	6.9%
CCCOc1ccc(-c2c(C(=O)N/N=C/c3ccccc3)nnn2-c2nonc2N)cc1	-9.0%[57.5 µM]
COCCn1nnnc1C(C(C)C)N1CCCC(C)C1 (stereo unspecified)	4.2%
Brc1ccccc1-c1nnc(COc2ncnc3ccccc23)o1	?
COc1ccc(OC(=O)NCCc2ccccc2)cc1	4.8%[57.5 µM]
COC(=O)Cc1c(O)ccn(Cc2ccc3c(c2)OCO3)c1=O	-11.5%
COCCN(CC(=O)NCC1CCCO1)C(=O)CCC(=O)Nc1cc(C)ccn1 (stereo unspecified)	-4.1%
COc1ccc2[nH]cc(CCNc3ncnc4ccc(-c5ccc(C(=O)N(C)C)cc5)cc34)c2c1	18.5%
Cc1c(-c2ccccc2)oc2cc(O)ccc2c1=O	7.5%
O=C(COC(=O)c1cncc(Br)c1)NCc1ccc(Cl)cc1	-1.0%[57.5 µM]
C[C@@H](C(=O)Nc1ccc2ccccc2c1)[C@H]1C[C@]1(C)[C@H](NC(=O)OCc1ccccc1)c1ccccc1	-3.2%&7.9%
COc1ccc(CC(=O)Nc2nc(-c3cc(OC)ccc3OC)cs2)cc1	12.3%
O=C(Nc1cc(Br)ccc1O)c1cnn2c(C(F)F)cc(C3CC3)nc12	-7.7%
Cc1ncc([N+](=O)[O-])n1Cc1cccc(F)c1	-4.6%
CC(C(=O)N=Nc1c(O)n(C)c2ccc(Br)cc12)n1cnc2ccccc2c1=O (stereo unspecified)	3.5%
Cn1cc(Br)c(C(=O)N2CCc3ccccc32)n1	-3.1%
N[C@@H](CS(=O)O)C(=O)O	23.9%&-1.9%
COc1ccccc1NS(=O)(=O)c1cccc(NC(=O)NCCCl)c1	5.9%[57.5 µM]
CC(C)(C)C(=O)NC(=S)N1CCc2ccccc21	-6.2%
CCCCC[C@H](O)/C=C/[C@@H]1[C@@H](CC(=O)CCCCC(=O)O)[C@@H](O)C[C@H]1O	-10.7%
O=C1CNC(=S)N1CCOc1ccccc1	7.5%[57.5 µM]
COc1ccc(C(CC(=O)NCc2ccccc2)Sc2n[nH]c(-c3ccc(Cl)cc3)n2)cc1 (stereo unspecified)	-1.1%
CC(NC(=O)c1cccc(C(F)(F)F)c1)C(c1ccccc1)N1CCOCC1 (stereo unspecified)	6.0%
COc1ccc(-c2cn(-c3ccc(Cl)cc3)c3[n+]2CCCCC3)cc1	-5.1%[57.5 µM]
O=C1C=C(Nc2ccc(O)cc2)C(=O)c2ccccc21	?
Cc1ccc(-c2cc(C(=O)O)c3ccccc3n2)c(C)c1	5.9%[57.5 µM]
O=C(c1ccc(F)cc1)N1CCC(c2ccccc2)C1 (stereo unspecified)	-6.6%[57.5 µM]
CCc1ccc(CN(C)C(=O)CCc2nc3ccccc3n(-c3ccc(OC)cc3)c2=O)cc1	?
CS(=O)(=O)c1ccc(C(=O)OCC(=O)NC(=O)C2CCCCC2)cc1[N+](=O)[O-]	5.7%
COc1ccc(OC)c(NC(=O)CN(C)S(=O)(=O)c2ccc(Cl)cc2)c1	28.5%
COc1ccc(CNC(=O)CN(Cc2cccs2)C(=O)CCC(=O)Nc2ccccn2)cc1	3.3%
(more compounds)
SMILES	ERK EGF inh
O=C(O)c1cccc(NC(=O)c2cn(-c3ccccc3)nc2-c2ccncc2)c1	-12.6%
COc1ccc([N+](=O)[O-])cc1NC(=O)Cc1noc2ccc(C)cc12	-3.0%
Cc1ccc(NC(=O)COC(=O)Cc2ccsc2)cc1S(=O)(=O)N1CCOCC1	12.9%
CC(C)c1ccc(/C=C/C2=NNC(=O)CC2)cc1	-0.1%
Cc1ccc(NC(=O)C2CCN(c3cnccn3)CC2)cc1	-0.9%
CSc1nc2c(c(=O)[nH]1)C(c1ccc(C(F)(F)F)cc1)CC(=O)N2 (stereo unspecified)	0.5%
O=C(CCCNC(=O)/C(=C/c1ccc(Br)cc1)NC(=O)c1ccccc1)OCc1ccccc1	3.5%
COc1cccc(-n2nnnc2SCC(=O)Nc2ccc(C(C)=O)cc2)c1	0.9%
CC(C)N1CCN(Cc2nc3c(s2)CCCC3)CC1CCO (stereo unspecified)	0.5%
COc1cccc(-n2ccnc2SCC(=O)N2CCCc3ccccc32)c1	-1.5%
COCCOC1CCN(Cc2cn(Cc3ccccc3)nc2-c2cc3ccccc3o2)CC1	-1.8%
CCOc1ccc(CC2CCC(=O)NC2=O)cc1 (stereo unspecified)	-6.8%[57.5 µM]
CSc1ccccc1COC(=O)Nc1ccccc1C	-3.8%
COC(=O)c1c(C)[nH]c(O)c1C=Nc1ccc(Oc2ccccc2)cc1	-1.5%
O=C(CC1COc2ccccc2O1)NCc1ccccc1 (stereo unspecified)	1.8%
COc1ccc(C(=O)OCC(=O)Nc2cc(C)c(C)cc2[N+](=O)[O-])cc1	-2.4%
Cc1ccc(Cl)cc1N1CCN(Cc2nc3c(c(=O)[nH]c(=O)n3C)n2CCc2ccccc2)CC1	-4.3%
COc1ccc(-c2[nH]ncc2/C=N/NC(=O)c2cc(Br)ccc2O)c(OC)c1	4.6%
Cc1[nH]c2ccccc2c1/C=N/Nc1ccccn1	2.7%
CCn1nc(C)c(CNC(=O)CC2C(=O)NCCN2CC(C)(C)C)c1C (stereo unspecified)	0.0%
CCOc1cccc(N2C(=O)CC(N(CCc3ccc(OC)c(OC)c3)C(=O)CC)C2=O)c1 (stereo unspecified)	-0.2%[57.5 µM]
Cc1ccccc1OCC(=O)Nc1cccc(C(=O)O)c1	-10.4%
C=C(C)C1CC[C@]2(CO)CC[C@@]3(C)[C@H](CCC4[C@@]5(C)CCC(O)C(C)(C)C5CC[C@@]43C)C12 (stereo partly specified)	8.7%
CCc1ccc(-n2c(Cc3ccccc3)n[nH]c2=S)cc1	-3.2%
COC(=O)Cn1c(=NC(=O)c2nc3ccccc3s2)sc2cc(S(C)(=O)=O)ccc21	-8.5%
O=C(/C=C/c1ccc(Cl)cc1Cl)N1CCN(c2ccc([N+](=O)[O-])c(N3CCOCC3)c2)CC1	-10.4%
CSc1nc2nccc(-c3ccc4c(c3)OCO4)n2n1	-1.0%
O=C(c1cccs1)N1CCCN(c2ncnc3scc(-c4ccccc4)c23)CC1	-8.2%[57.5 µM]
CN1C(C(=O)Nc2ccccn2)=C(O)c2sccc2S1(=O)=O	18.5%
CCC(OC(=O)c1nsc(Cl)c1Cl)C(=O)NC(C)(C)CC (stereo unspecified)	-2.2%
Cc1c(NC(=S)NC(=O)COc2ccccc2)c(=O)n(-c2ccccc2)n1C	-1.8%
COCCNC(=O)c1ccc(N(C)S(=O)(=O)c2ccc(OC)c(OC)c2)cc1	-6.9%
CC1CCCCN1Cc1ccc(N)cc1 (stereo unspecified)	2.5%
Cc1cc(=O)oc2ccc(OC(=O)CN3C(=O)c4cccc([N+](=O)[O-])c4C3=O)cc12	4.6%
Cc1ccc(NC(=O)Nc2cnccn2)cc1Cl	-10.2%
COc1cc(/C=N/n2cc(-c3ccccc3)[nH]c2=S)cc(OC)c1O	?
Cc1cc(C)nc(NS(=O)(=O)c2cccs2)c1	-11.9%
CCOc1cc(/C=C2/NC(=O)NC2=O)cc([N+](=O)[O-])c1O	2.2%
